Screening data: PubChem BioAssay, several laboratories
AddAB inh = less growth of phage-infected E. coli with AddAB | E. coli expressing H. pylori AddAB, absorbance growth | 330,000 compounds, 0.29% hits | inhibition, % at 11.9 µM; in the data active means inhibition above about 12%;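 further: 0% = vehicle wells of infected cells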
CAL PDZ FP-1 = inhibitors of human CAL PDZ peptide binding | Q9HD26 | purified CAL PDZ, TMR-peptide fluorescence polarization, 1 h | inhibition, % at 20 µM | 330,000 compounds, 0.02% hits | AID 504414;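 active means highest replicate inhibition of at least 40%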;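 further: plate controls were DMSO neutral control wells for no effect and unlabeled competitor peptide control wells for full effect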
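Assay system – tagged CAL PDZ protein CerCALP, purified · Timing – 1 h at RT · Compound – single point, 20 µM · Measured by – fluorescence polarization from S- and P-plane intensities, G-factor corrected · Evaluation – inhibition from polarization loss · Probe or stimulus – TMR reporter peptide T*-PRC34 · Buffer or medium – pH 7.4 phosphate-saline buffer, reducing agent, detergent, IgG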
E coli growth = reduces bacterial viability in AddAB counter-screen | E. coli V3065 growth, OD600 absorbance, 18 h | inhibition, % at 11.9 µM | AID 449728 | 330,000 compounds, 0.27% hits;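 active means inhibition above the campaign's mean inhibition across all tested compounds plus 3 SD, cut at about 9.9% in these data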;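 further: uninfected addAB+ strain grown without phage in ampicillin broth; 0% = DMSO wells and 100% = ciprofloxacin 0.95 µg/ml wells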
Tat export inh = inhibitors of E. coli Tat protein transport | inhibition, % at 10 µM | AID 488895 | E. coli MC4100 TorA-mCherry Tat export, fluorescence | 340,000 compounds, 0.036% hits;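 active means mean replicate inhibition at least 50% and at least half of replicates individually reaching 50%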;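 further: exported cargo escapes ClpAP degradation while cytoplasmic cargo is degraded and loses fluorescence; 0% = median of neutral control wells and 100% = median of NaSCN control wells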
Wnt bcat act = activates Wnt/beta-catenin signaling in a reporter cell assay. activator, plate reader. activation, % at 9.35 µM. 300,000 compounds, 1.2% hits. AID 743398; in the data active means activation above about 30%, passing the limit was not always enough;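 further: 0% = neutral control wells and 100% = positive control wells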
CAL PDZ FP-2 = inhibitors of human CAL PDZ peptide binding | Q9HD26 | purified CAL PDZ, TMR-peptide fluorescence polarization, 1 h | inhibition, % at 24.9 µM | 300,000 compounds, 0.92% hits | AID 602252;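 active means mean inhibition of at least 30% with at least half of replicates also reaching 30%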;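 further: 0% = DMSO neutral control and 100% = excess unlabeled competitor peptide PRC23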
SR-BI DiI inh = mouse SR-BI HDL lipid transfer inhibition; ldlA[mSR-BI] CHO cells, DiI-HDL uptake fluorescence, 3 h; inhibition, % at 12.5 µM; 320,000 compounds, 0.96% hits; AID 488896;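 active means mean replicate inhibition of at least 70% and a set share of replicates each scoring 70 or more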;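 further: 0% = median of neutral control wells and 100% = median of positive control wells; values of inactives mirror those of a sister screen read the other way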
Target sequence (Q61009 whole entry, looked up): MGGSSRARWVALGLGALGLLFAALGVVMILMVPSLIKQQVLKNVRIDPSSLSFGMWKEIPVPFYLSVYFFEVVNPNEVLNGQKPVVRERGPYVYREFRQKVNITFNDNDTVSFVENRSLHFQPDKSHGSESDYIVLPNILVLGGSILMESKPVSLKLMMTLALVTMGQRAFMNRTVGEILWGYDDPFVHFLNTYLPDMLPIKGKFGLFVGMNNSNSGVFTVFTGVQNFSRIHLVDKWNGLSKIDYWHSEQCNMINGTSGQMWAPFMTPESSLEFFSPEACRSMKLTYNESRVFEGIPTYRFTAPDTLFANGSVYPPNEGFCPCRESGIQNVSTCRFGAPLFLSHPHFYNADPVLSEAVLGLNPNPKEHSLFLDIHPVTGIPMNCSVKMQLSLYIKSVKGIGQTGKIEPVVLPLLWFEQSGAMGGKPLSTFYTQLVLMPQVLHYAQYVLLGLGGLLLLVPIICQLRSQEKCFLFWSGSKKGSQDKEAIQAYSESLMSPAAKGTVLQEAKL
phage Ecoli inh = E. coli growth loss with phage present; growth absorbance; inhibition, % at 11.9 µM; 360,000 compounds, 0.26% hits; AID 651602; in the data active means inhibition above about 11%
MITF act = MITF TRPM1 promoter activation in melanoma cells; SK-MEL-5 TRPM1-promoter luciferase, 24 h; % of positive control, neutral wells = 0; activation, % at 12.5 µM; 300,000 compounds, 0.75% hits; AID 588334;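 active means mean activation of at least 80% with every replicate also reaching 80%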;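 further: 0% = neutral control wells and 100% = parthenolide positive control wells; values of inactives mirror those of a sister screen read the other way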
SR-BI uptake up = enhances SR-BI lipid uptake from DiI-HDL; CHO ldlA[mSR-BI] cells, DiI-HDL uptake fluorescence, 3 h; 100 = double the neutral-control signal; activation, % at 12.5 µM; 320,000 compounds, 0.096% hits; AID 504775;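 active means mean replicate activation of at least 60% and every replicate at or above 60%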;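 further: 0% = median plate neutral-control signal and 100% = twice that signal; values of inactives mirror those of a sister screen read the other way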
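System: LDL receptor-deficient CHO ldlA cells overexpressing murine SR-BI | Timing: 3 h uptake period with compound, 37 °C | Medium: HEPES-buffered (25 mM, pH 7.4) F12 plus 0.5% BSA | Dosing: Single-point compound dose | Signal: Bottom-read fluorescence, 550/595 nm | Read-out: Retained DiI signal reflecting DiI-HDL uptake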
The depositor's hits bear a star; / = no result given.

SMILES	AddAB inh	CAL PDZ FP-1	E coli growth	Tat export inh	Wnt bcat act	CAL PDZ FP-2	SR-BI DiI inh	phage Ecoli inh	MITF act	SR-BI uptake up
CCCCN(CC)CCCNC(=O)CS(=O)(=O)Cc1nc(-c2cccc(OC)c2)oc1C	0.5	-0.6	0.2	-8	/	3	6	3.8	/	-6
CC(=O)Nc1nc2c(s1)C(=O)NCC(C)(C)C2	1.3	/	1.1	/	-1	/	/	-2.5	/	/
COc1ccc(OCCC(=O)Nc2cc(C)on2)cc1	0.7	-4.3	0.9	-8	-1	-1	-24	3.5	/	24
O=S(=O)(NCc1nc(-c2ccccc2)no1)c1ccc(F)cc1	-0.2	-1.2	1.9	5	1	-2	-18	1.3	2	18
CC(C)=CCc1c(O)ccc(C(=O)Cc2ccccc2)c1O	2.1	/	3.1	14	3	-7	1	3.3	4	-1
Cc1ccc(C(=O)OCCn2cc(C#N)c(=O)[nH]c2=O)cc1	-1.6	-0.3	1.7	-6	/	1	4	3.7	3	-4
COc1ccccc1Nc1n[nH]c(=S)s1	0.5	-0.6	-2.0	-12	2	78*	4	2.8	35	-4
Cc1[nH]cc(Br)c(=O)c1Oc1ncc(C(F)(F)F)cc1Cl	1.8	-3.3	0.9	0	0	0	5	1.7	4	-5
Cc1ccc(S(=O)(=O)N2CCN(C(=O)CCC(=O)Nc3ccc(F)cc3F)CC2)cc1	-0.2	-1.1	1.9	-4	-3	/	9	1.5	8	-9
O=C(Nc1ccc(S(=O)(=O)Nc2ncccn2)cc1)c1ccccc1	1.7	-0.3	0.4	2	0	-1	28	1.0	/	-28
CCOC(=O)c1nn(-c2ccccc2)c(-c2ccccc2)c1C(=O)c1ccccc1	2.4	0.3	2.1	7	/	0	8	2.8	6	-8
CC1(c2ccc(Cl)cc2)NC(=O)N(CC(=O)N2CCN(S(=O)(=O)c3ccccc3)CC2)C1=O (centres undefined)	-0.3	-2.7	1.9	5	-2	-2	6	1.5	5	-6
NC(CSC1(c2cccc3ccccc23)c2ccccc2-c2ccccc21)C(=O)O (centres undefined)	/	-1.6	/	2	-8	-6	13	-1.5	-4	-13
O=[N+]([O-])c1cccc(-c2nc(-c3ccncc3)no2)c1	3.0	-0.2	-2.8	9	0	-2	2	0.2	43	-2
O=C(Nc1nc(-c2ccc(F)cc2)cs1)c1cccc(N2C(=O)CCC2=O)c1	0.6	-4.4	0.7	-5	1	-2	81*	2.2	3	-81
CC(C)C(NC(=O)c1ccccc1)C(=O)OCC(=O)N1CCCCC1 (centres undefined)	1.9	-0.5	-0.5	-1	-3	-4	-23	-3.1	5	23
C#CCNC(=O)C1=C[C@@H](c2csc3ccccc23)[C@H](CCCO)[C@@H](OCC)O1	2.6	-1.0	-2.0	1	-8	1	-17	1.7	11	17
NC(=O)Cc1c[nH]c2cccc(O)c12	0.7	/	0.1	-11	36*	-2	-16	3.6	/	16
COc1ccc(C(=O)NCCn2ccc3ccccc32)c(OC)c1	-1.0	-2.2	-1.1	-3	14	-1	/	1.4	51	/
Cc1cc(C)n(CC(C)Nc2nc3nonc3nc2N2CCCCC2)n1 (centres undefined)	1.8	0.3	-0.3	-2	/	-2	17	1.9	10	-17
Cc1cc(C)c2nc(Cl)c(CN(Cc3ccco3)C(=O)Nc3ccccc3C)cc2c1	2.0	-1.7	1.2	6	-8	-4	-18	2.4	-25	18
COc1cc(Cl)c(S(=O)(=O)N2CCN(Cc3ccc4c(c3)OCO4)CC2)cc1Cl	4.4	-0.4	2.1	7	-3	/	-6	1.5	6	6
Cc1cccnc1NC(=O)c1ccc(OCC2CCCO2)cc1 (centres undefined)	3.2	-1.0	1.2	-6	23	/	2	6.3	17	-2
CCc1cc2c(cc3c(=O)n(CC(=O)NCCCN4CCCCCC4)nc(CC)n32)s1	0.8	-3.0	-1.4	5	-1	-2	27	-0.7	-5	/
CCN1C(=O)N[C@@H](c2ccccc2)[C@H](C(=O)OC)[C@H]1C	1.3	0.9	0.8	1	-1	-2	-7	2.7	-14	7
Cc1ccc(/C=N/NC(=O)CN(Cc2ccccc2)S(=O)(=O)c2ccc3c(c2)OCCO3)cc1	1.7	-0.8	-1.0	-6	-2	0	5	3.2	4	-5
F[B-](F)(F)c1cc2cc(Br)ccc2s1	/	-0.4	/	-1	/	0	-8	/	4	8
CC(=O)Nc1ccc(NC(=O)CSc2nnnn2C2CCCCC2)cc1	3.1	-4.4	4.2	4	-3	-1	-5	-0.2	-10	5
Cc1c(NC(=O)/C(C#N)=C/c2ccc(-c3ccc(Cl)c(Cl)c3)o2)c(=O)n(-c2ccccc2)n1C	-0.3	1.5	1.2	7	-2	-3	74*	3.0	4	-74
Cc1nn(C)c(C)c1S(=O)(=O)N1CCC(C(=O)NCCC2=CCCCC2)CC1	1.2	0.8	-3.7	-5	-4	-3	/	0.9	-3	/
CC(C)(C)C(=O)Nc1nnc(SCc2ccc(F)cc2)s1	0.5	-2.5	-0.1	9	20	-1	6	2.3	/	-6
O=C(Nc1ccc(F)cc1F)c1ccc(S(=O)(=O)NCc2ccco2)cc1	2.2	-0.8	1.1	0	2	48*	29	2.2	-4	-29
CCOc1ccc(CN(C)CC(=O)Nc2cccc3ccccc23)cc1OC	-1.1	0.4	-1.8	6	-1	-1	17	-2.4	2	-17
Cc1cc(NC(=O)NC(=O)c2ccc(F)cc2F)n[nH]1	0.9	0.8	3.0	1	/	-2	-30	3.7	14	30
C#CCOCCOCCOCCNc1nc(N2CCN(C(=O)[C@H]([C@@H](C)CC)n3cc([C@@H](N)CO)nn3)CC2)nc(N2CCN(C(=O)[C@H]([C@@H](C)CC)n3cc([C@@H](N)CC(C)C)nn3)CC2)n1	-0.8	-0.1	-5.2	2	/	-4	-11	/	-2	11
O=C(NCCc1cn2ccccc2n1)c1ccc(Br)o1	1.6	-0.5	2.9	-7	-1	12	-7	3.1	3	7

Profiles, quoted from the list.
Profile of `CCN1C(=O)N[C@@H](c2ccccc2)[C@H](C(=O)OC)[C@H]1C` → AddAB inh: 1.3; CAL PDZ FP-1: 0.9; E coli growth: 0.8; Tat export inh: 1; Wnt bcat act: -1; CAL PDZ FP-2: -2; SR-BI DiI inh: -7; phage Ecoli inh: 2.7; MITF act: -14; SR-BI uptake up: 7
Profile of `O=C(Nc1ccc(F)cc1F)c1ccc(S(=O)(=O)NCc2ccco2)cc1` → AddAB inh: 2.2; CAL PDZ FP-1: -0.8; E coli growth: 1.1; Tat export inh: 0; Wnt bcat act: 2; CAL PDZ FP-2: 48*; SR-BI DiI inh: 29; phage Ecoli inh: 2.2; MITF act: -4; SR-BI uptake up: -29

Further compounds:
SMILES	AddAB inh	CAL PDZ FP-1	E coli growth	Tat export inh	Wnt bcat act	CAL PDZ FP-2	SR-BI DiI inh	phage Ecoli inh	MITF act	SR-BI uptake up
Cc1ccc2nc(-c3ccncc3)cc(C(=O)Nc3ccncc3)c2c1	-2.1	-3.7	-1.0	0	-21	-9	25	2.2	-1	-25
Cc1cc(C)n(-c2ccc(C(=O)Nc3sccc3C(N)=O)cc2)n1	0.3	-3.4	1.3	-7	/	-3	19	1.6	69	-19
O=C(NC(=S)N1CCN(C(c2ccccc2)c2ccccc2)CC1)c1ccc(S(=O)(=O)N2CCOCC2)cc1	-0.7	-1.7	-2.4	0	/	-1	4	1.5	-9	-4
Cc1cc(N2CCN(C)CC2)nc2ccc(NC(=O)CCC3CCCC3)cc12	-1.6	0.9	-0.5	1	-1	-4	7	2.4	-57	-7
Cc1ccc(OCC(=O)NCCNC(=O)c2ccc(C)nc2)cc1	2.9	-1.6	-0.3	-16	0	-3	/	1.0	/	/
CCc1sc(C(C2C(=O)CC(C)(C)CC2=O)C2C(=O)CC(C)(C)CC2=O)cc1[N+](=O)[O-]	2.2	-3.2	-2.8	-5	0	-5	14	5.2	-11	-14
CCC(C)[C@H](NC(=O)NCc1ccccc1Cl)C(=O)O (some centres undefined)	-2.4	-0.8	-0.2	-5	/	/	9	-0.4	-3	-9
O=S(=O)(CCc1nc2ccccc2o1)c1ccc(Cl)cc1	0.0	1.3	-1.4	5	/	-4	-4	-0.5	-2	4
COc1ccc(N(Cc2cc3ccccc3[nH]c2=O)C(=O)C2CCCO2)cc1 (centres undefined)	0.8	-0.5	-3.0	7	-1	-2	14	4.2	/	-14
COc1cc(OC)cc(-n2nnnc2SCC(=O)N2CCCc3ccccc32)c1	0.0	-2.1	-2.5	4	-1	-2	/	4.1	-1	/
CCn1cnc2sc(C(=O)N3CCN(c4ccc(OC)cc4)CC3)c(C)c2c1=O	0.3	-4.9	0.9	1	0	-5	14	2.4	-3	-14
CNC(=S)NCCC(c1ccccc1)c1ccccc1	0.0	-0.6	-1.7	-2	0	-3	-15	0.9	-4	15
O=C(Nc1ccc(S(=O)(=O)Nc2ncccn2)cc1)c1ccco1	-0.7	-5.6	1.1	3	-9	-2	1	0.6	-3	-1
CC1CCCCN1S(=O)(=O)c1cnc(Cl)c(Br)c1 (centres undefined)	1.1	-0.5	-1.9	-4	-2	-4	-10	1.5	-7	10
Cc1ccccc1NC(=O)/C=C/c1cccs1	-1.7	-7.3	0.4	4	0	/	8	2.0	44	-8
CN1c2ccc(C=O)c3c(C=O)ccc(c23)N(C)C1(C)C	-0.8	2.7	-1.9	-10	-4	67*	-2	-1.5	-96	2
COc1ccc(/C(C)=N/OCC(=O)N=Nc2c(O)[nH]c3ccccc23)cc1	3.5	0.0	0.9	1	-3	-5	-10	4.4	6	10
CCOc1ccc(NC(=O)c2ccc(OC)cc2)cc1	3.5	-3.0	-1.0	3	/	-5	-3	3.3	53	3
CCN(CC)C(=O)C(=O)N/N=C/c1ccc(C(=O)O)cc1	4.0	0.3	0.8	3	/	-3	-6	3.6	8	6
CCCn1c(SCC(=O)NCc2ccco2)nnc1-c1ccncc1	2.9	-1.4	2.4	-3	-1	3	-18	3.3	1	18
Nc1cccnc1Sc1ccc([N+](=O)[O-])cn1	/	-1.3	/	2	-9	-3	-18	5.7	-4	18
CCN1CCN(C(c2cccs2)C(C)NC(=O)c2cccc(OC)c2)CC1 (centres undefined)	-0.6	-1.3	-0.8	-3	-3	4	-8	1.5	/	8
CC(=O)NC(CC(=O)NC12CC3CC(CC(C3)C1)C2)c1ccccc1 (centres undefined)	0.8	-1.7	0.7	0	0	-1	-29	2.1	2	29
O=C(NCCc1ccccc1F)C1CCC(=O)N(CCCN2CCCC2=O)C1 (centres undefined)	-2.1	0.5	-1.4	0	0	-1	14	-0.4	/	-14
C=COC(=O)CSc1snc(SCC(=O)OC)c1C#N	3.5	-0.6	-2.2	-1	/	2	-22	4.9	-6	22
COc1ccc2ccccc2c1CNCCCN1CCOCC1	1.4	0.4	0.3	-4	-2	-8	-19	0.9	-2	19
COc1cccc(CNC(=O)CC2C(=O)NCCN2CCCc2ccccc2)c1 (centres undefined)	3.4	-0.9	0.5	-4	0	-1	1	1.3	/	-1
O=C1COc2ccc(S(=O)(=O)Nc3ccc4c(c3)OCO4)cc2N1	6.5	0.3	-1.4	0	-1	-7	-6	4.8	0	6
CON(C)C(=O)CC(CN(Cc1ccccc1)C(=O)OC(C)(C)C)c1ccc(Cl)cc1 (centres undefined)	2.4	-0.6	-2.7	23	-4	-2	-5	-1.0	-3	5
